# MCL1 BIM primary = inhibitors of MCL1 binding to BIM-BH3, primary screen, biochemical, fluorescence polarization; Induced myeloid leukemia cell differentiation protein Mcl-1 (Homo sapiens), Q07820; AID 2057, 2009; 320,000 tested, 0.68% active; GST-MCL1 / FITC-Bim-BH3 fluorescence polarization; inhibition, % at 10.9 µM;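 active = inhibition above the mean inhibition of all tested compounds plus 3 SD, set per campaign, cut at about 40% in these data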;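 note: 0% = DMSO wells and 100% = unlabeled Bim-BH3 peptide control; higher means more loss of mP so more displacement of Bim peptide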
# PAFAH1B2 FP inh = PAFAH1B2 enzyme inhibitors, primary screen, biochemical, fluorescence polarization, human; recombinant PAFAH1B2, FP-rhodamine activity probe; inhibition, % at 3.39 µM; 340,000 tested, 1.2% active;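 active = inhibition above the mean of all tested compounds plus 3 SD, cut at about 24% in these data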;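 note: 0% = enzyme with DMSO and 100% = wells lacking PAFAH1B2; many of its hits are not listed in these tables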
# Target sequence (P68402 whole entry, looked up): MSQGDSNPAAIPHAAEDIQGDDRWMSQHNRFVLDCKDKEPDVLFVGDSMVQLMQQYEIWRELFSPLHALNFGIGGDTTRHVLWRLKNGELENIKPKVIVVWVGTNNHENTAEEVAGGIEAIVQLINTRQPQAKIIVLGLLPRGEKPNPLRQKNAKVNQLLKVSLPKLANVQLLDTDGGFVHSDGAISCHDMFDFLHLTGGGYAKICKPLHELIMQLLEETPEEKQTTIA
# MEX-5 binding = MEX-5 zinc finger RNA-binding disruptors – biochemical, C. elegans, fluorescence polarization, MLPCN library, primary screen; MEX-5/FITC-TCR2 RNA binding; stronger effect = lower value; Zinc finger protein mex-5 (Caenorhabditis elegans), Q9XUB2; AID 1832, 2009; activity score (negative = inhibition of binding), % at 10 µM; 300,000 tested, 0.38% active;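 active = inhibition past about -25% in most replicates, and total fluorescence under double the plate's negative control median, limit read from the data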;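 note: 0% = DMSO and -100% = 5 µM competing unlabeled TCR2 RNA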
# Fam108B inh = mouse Fam108B serine hydrolase inhibitors, primary screen, counter-screen for RBBP9 inhibitor project, biochemical, fluorescence polarization; recombinant Fam108B, FP-Rh probe fluorescence polarization; inhibition, % at 9.51 µM; 300,000 tested, 0.33% active; AID 1947, 2009;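 active = inhibition above the screen mean inhibition plus 3 SD, computed separately per campaign, cut at about 18% in these data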;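 note: inhibitors lower polarization as less probe binds the enzyme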
# pPAFAH FP inh = pPAFAH enzyme inhibitors, primary screen, biochemical, fluorescence polarization, human. inhibition, % at 3.39 µM. 330,000 tested, 1.5% active. recombinant pPAFAH, FP-rhodamine probe fluorescence polarization;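 active = inhibition above the mean inhibition across the screen plus 3 SD, cut at about 25% in these data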;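 note: inhibitors block binding of the rhodamine activity-based probe so polarization drops; 0% = enzyme with DMSO and 100% = wells lacking pPAFAH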
# AHR activator = AHR activators, primary screen, cell-based, luminescence, luciferase reporter, human. Aryl hydrocarbon receptor (Homo sapiens), P35869. AHR-responsive luciferase reporter cells. activation, % at 5 µM. 320,000 tested, 2.5% active; in the data active = activation above about 47%;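 note: 0% = vehicle wells and 100% = reference agonist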
# PME-1 primary = PME-1 inhibitors via competitive probe labeling, primary screen, biochemical, fluorescence polarization, FP-Rh probe, HTS. recombinant PME-1. 320,000 tested, 0.53% active. AID 2130, 2009. Protein phosphatase methylesterase 1 (Homo sapiens), Q9Y570. inhibition, % at 5.9 µM;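 active = inhibition above the campaign mean of all compounds plus 3 SD, cut at about 26% in these data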;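 note: competitive labeling of PME-1 active site by serine hydrolase directed probe; 0% = PME-1 with DMSO and 100% = wells lacking PME-1 enzyme; inhibitors block probe labeling so polarization falls and inhibition rises; many of its hits are not listed in these tables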
# Target sequence (Q9Y570 whole entry, looked up): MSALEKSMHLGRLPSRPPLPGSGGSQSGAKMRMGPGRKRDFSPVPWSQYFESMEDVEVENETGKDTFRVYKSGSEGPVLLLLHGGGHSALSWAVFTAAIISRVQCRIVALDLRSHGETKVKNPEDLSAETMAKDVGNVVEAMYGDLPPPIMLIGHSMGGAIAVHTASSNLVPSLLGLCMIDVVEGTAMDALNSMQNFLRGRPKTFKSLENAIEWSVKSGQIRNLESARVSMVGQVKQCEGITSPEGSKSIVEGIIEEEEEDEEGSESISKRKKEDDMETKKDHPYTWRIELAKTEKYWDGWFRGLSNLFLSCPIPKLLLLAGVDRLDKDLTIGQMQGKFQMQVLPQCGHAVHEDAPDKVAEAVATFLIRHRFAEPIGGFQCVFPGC
# GLD-1 TGE inh = GLD-1/TGE RNA complex disruptors, primary screen, biochemical, fluorescence polarization | purified GLD-1 + fluorescein TGE RNA | inhibition, % at 5.96 µM | 320,000 tested, 0.44% active | Female germline-specific tumor suppressor gld-1 (Caenorhabditis elegans), Q17339;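 active = percent inhibition above a per-plate cutoff, the plate mean of test compounds plus 3 SD, cut at about 30% in these data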;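 note: 0% = DMSO wells with GLD-1 and probe and 100% = wells lacking GLD-1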
# Target sequence (Q17339 whole entry, looked up): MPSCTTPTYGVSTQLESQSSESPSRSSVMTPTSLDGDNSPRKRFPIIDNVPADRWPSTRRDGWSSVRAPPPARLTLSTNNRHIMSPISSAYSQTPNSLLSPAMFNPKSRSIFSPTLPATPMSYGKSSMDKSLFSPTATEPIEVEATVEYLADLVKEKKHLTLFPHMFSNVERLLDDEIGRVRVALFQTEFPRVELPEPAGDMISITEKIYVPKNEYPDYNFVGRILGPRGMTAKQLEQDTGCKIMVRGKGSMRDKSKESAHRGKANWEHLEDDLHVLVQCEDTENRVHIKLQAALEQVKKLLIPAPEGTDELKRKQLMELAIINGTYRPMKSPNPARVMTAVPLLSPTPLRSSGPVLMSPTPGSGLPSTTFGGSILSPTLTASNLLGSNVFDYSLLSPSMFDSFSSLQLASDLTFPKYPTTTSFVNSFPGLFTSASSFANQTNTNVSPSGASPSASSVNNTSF
# Bcl-xL primary = inhibitors of human Bcl-xL, primary screen, biochemical, fluorescence polarization, HTS | Bcl-2-like protein 1 (Homo sapiens), Q07817 | GST-Bcl-xL / FITC-Bim BH3 peptide fluorescence polarization | inhibition, % at 10.9 µM | 320,000 tested, 0.7% active | AID 2129, 2009;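 active = inhibition above the mean of all tested compounds plus 3 SD, cutoff set per campaign, cut at about 30% in these data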;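 note: 0% = DMSO wells and 100% = unlabeled Bim-BH3 peptide competitor; inhibitors lower millipolarization by displacing the labeled peptide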
# Numbers without * were called inactive; · = not tested or not shown.
No.	Molecule	MCL1 BIM primary	PAFAH1B2 FP inh	MEX-5 binding	Fam108B inh	pPAFAH FP inh	AHR activator	PME-1 primary	GLD-1 TGE inh	Bcl-xL primary
1	CC(C)n1c(SCC(=O)Nc2ccccc2N2CCOCC2)nc2c1c(=O)n(C)c(=O)n2C	4	3	0.7	2	8	5	4	12	1
2	O=C(O)CCCNc1ccc(S(=O)(=O)Nc2ccccc2C(=O)O)cc1C(=O)O	-5	-1	·	-3	5	-1	1	4	-2
3	Cc1noc(C)c1C(=O)Nc1nc(-c2ccc(F)cc2)cs1	0	3	·	·	0	19	-1	2	3
4	O=C(CCNC(=O)c1ccccc1Cl)Nc1nc(-c2ccc(F)cc2)cs1	-11	0	1.8	-1	11	3	4	5	-6
5	CCOC(=O)CSc1nnc(-c2ccc(S(=O)(=O)NCc3cccs3)cc2)o1	-3	4	1.5	4	2	3	-6	-2	-2
6	O=C(NCc1ccco1)C(=S)N1CCCCC1	4	2	3.5	7	-2	0	0	0	2
7	c1ccc2nc(-c3nccs3)ccc2c1	-1	6	-0.9	0	3	6	-3	4	5
8	COC(=O)c1cccc(S(=O)(=O)N(Cc2ccco2)Cc2cc3ccc(OC)cc3[nH]c2=O)c1	4	5	·	-3	-9	-2	3	2	-1
9	COc1ccc(Cc2nnc(NC(=O)c3ccc(Cl)c([N+](=O)[O-])c3)s2)cc1	4	10	3.2	-1	3	0	-3	4	3
10	CCOC(=O)N1CCN(C(=O)c2ccccc2NC(=O)COc2ccccc2C)CC1	9	5	0.0	-1	3	2	3	3	6
11	Cc1cc(C)cc(N(CC(=O)N2CCc3ccccc32)S(=O)(=O)c2c(C)noc2C)c1	1	3	4.3	1	2	0	-6	3	-1
12	CCCNC(=O)C1CCN(S(=O)(=O)c2ccc3nc4c(c(C(=O)O)c3c2)CCCCC4)CC1	-6	5	0.3	-1	-2	-5	1	-8	1
13	O=C(Nc1ccc(F)cc1F)N1CCCN(c2ccc([N+](=O)[O-])cn2)CC1	10	4	-3.5	0	4	-1	1	4	6
14	Cc1ccc(N2CCN(C(=O)c3cc(COc4c(C)cccc4C)on3)CC2)c(C)c1	4	-4	0.7	4	2	0	5	1	5
15	CC(=O)C1C(c2ccc(Cl)cc2)NC(=O)NC1(O)C(F)(F)F (stereo unspecified)	1	5	-1.7	-1	-3	1	3	0	3
16	CCOc1ccc(NC(=O)c2c3c(nc4ccccc24)CCC3)cc1	-6	9	0.3	-5	3	1	-5	0	-10
17	COC(=O)c1[nH]c2ccccc2c1NC(=O)c1ccccc1[N+](=O)[O-]	6	-2	1.2	2	3	25	8	2	7
18	c1ccc(-c2ccc(CN3CCSCC3)cc2)cc1	-7	6	4.2	-9	4	-1	-5	-4	-4
19	CCCC(=O)n1nc(-c2cccnc2)nc1N	5	-2	1.5	-2	5	0	-4	7	0
20	Cc1cc(N/C=C2\CCCCC2=O)no1	0	-4	-0.8	0	2	-2	6	11	4
21	Nc1cc(C(=O)OCC(=O)N2CCC(Cc3ccccc3)CC2)ccc1Cl	-2	0	·	·	2	0	7	-3	-1
22	Cc1nn(C)c(C)c1NC(=O)CSc1nnc(C)n1-c1ccccc1	1	3	2.2	-1	1	1	-5	6	3
23	CCOc1ccccc1C(=O)N(CN1CCCC1=O)c1ccc(C)c(Cl)c1	-1	5	1.0	-5	-2	5	9	3	-3
24	CCOC(=O)N1CCN(C(=O)Cn2ccc3c(OC)cccc3c2=O)CC1	-13	6	2.5	-8	-3	2	-5	-7	-8
25	COCCNc1nc(N)c([N+](=O)[O-])c(NCCO)n1	-3	-1	0.0	3	2	-2	-2	1	5
26	CP(=O)(COC(=O)c1ccccc1)COC(=O)c1ccccc1	-3	2	0.1	-4	5	1	2	9	0
27	Cc1ccc(S(=O)(=O)N2CCC(Oc3ccc(-n4cnnn4)cc3)CC2)cc1	8	16	-0.4	4	1	1	7	10	2
28	Cc1cc(C)n(Cc2ccc(C(=O)O)cc2)n1	4	3	-0.1	3	1	-4	2	4	4
29	COc1ccccc1/C=C/CN1CC(C)OC(C)C1 (stereo unspecified)	6	-5	-0.2	0	-3	8	-5	4	4
30	Cc1cc2cc(CCNS(C)(=O)=O)c(=O)[nH]c2cc1C	3	7	-0.2	3	6	8	1	0	8

# (next part)
# Results follow in this order: MCL1 BIM primary | PAFAH1B2 FP inh | MEX-5 binding | Fam108B inh | pPAFAH FP inh | AHR activator | PME-1 primary | GLD-1 TGE inh | Bcl-xL primary
31) CCOc1ccc2[nH]c(=O)c(CN(CC3CCCN3CC)C(=O)NCc3ccccc3)cc2c1 (stereo unspecified)
  3 | 1 | -0.1 | -2 | 5 | 3 | 1 | -1 | 9
32) Cc1cc2n(n1)C(c1ccc3c(c1)OCO3)Nc1ccccc1-2 (stereo unspecified)
  0 | 3 | -1.3 | -4 | 1 | 96* | 0 | 9 | 1
33) Cc1nc(SCC(=O)c2ccccc2)c(C#N)c(-c2ccco2)c1C(=O)NCc1ccco1
  -2 | -2 | 1.5 | -1 | 18 | 4 | 2 | 2 | 6
34) Cc1ccc(NC(=O)COC(=O)CNC(=O)c2ccc(Cl)cc2Cl)cc1S(=O)(=O)N1CCOCC1
  0 | 4 | -2.1 | 1 | 8 | -2 | 1 | 7 | -3
35) CCOC(=O)c1c(-c2ccccc2)csc1NC(=O)CSc1ccccc1
  -5 | -5 | -0.6 | -6 | 0 | 1 | -10 | -1 | -4
36) Cn1c(=O)n(C)c2cc(S(=O)(=O)O)ccc21
  1 | 2 | 1.9 | -1 | 2 | -1 | 4 | -1 | 4
37) CCN(Cc1ccccc1)S(=O)(=O)c1cc2[nH]c(=O)c(=O)[nH]c2cc1C
  2 | 7 | -1.0 | 0 | -2 | 0 | -5 | 3 | -1
38) O=C(O)C1CC(=O)N(C2CCCCC2)C1c1ccccc1 (stereo unspecified)
  0 | 16 | 1.8 | 0 | 4 | 0 | -2 | 8 | 4
39) COc1ccc(C(=O)NCc2c(C)oc(C)c2C(=O)O)cc1
  -3 | 7 | -1.2 | 2 | 3 | 0 | -5 | 10 | 0
40) COCCNC(=O)c1ccc2c(=O)n(CCOC)c(=O)[nH]c2c1
  2 | 0 | 0.5 | -5 | 5 | 0 | 2 | -6 | -1
41) CN1C(C(=O)NCc2cccc(C(F)(F)F)c2)CC2Cn3c(nc4ccccc43)C21 (stereo unspecified)
  2 | 2 | 7.3 | -2 | 4 | 1 | -4 | 10 | 4
42) Cc1cccc(N(CC(O)CN(C)C)S(=O)(=O)c2ccccc2)c1 (stereo unspecified)
  0 | 7 | -1.5 | 0 | 1 | 1 | -7 | 4 | 3
43) COc1ccc(/C=C/C(=O)NC(C)C)cc1Br
  4 | 3 | 1.4 | -2 | 5 | -8 | -4 | 5 | 1
44) Cc1[nH]c(=O)[nH]c(=O)c1NC(=O)c1cccs1
  -4 | 2 | 0.7 | -3 | 1 | -1 | 3 | -3 | 1
45) Cc1ccc(S(=O)(=O)N2CCN(C(=O)C(Cc3ccccc3)NC(=O)c3ccccc3)CC2)cc1 (stereo unspecified)
  -6 | 18 | · | · | -2 | 1 | 1 | 6 | -6
46) CN(CC(=O)Nc1ccc(S(=O)(=O)N2CCCC2)cc1)Cc1cccc(Cl)c1Cl
  4 | 7 | -0.8 | 0 | 3 | -4 | 23 | 2 | 1
47) CCOc1cc(Cl)c(S(=O)(=O)NCc2cccnc2)cc1Cl
  9 | 1 | 0.7 | -2 | -2 | 1 | -6 | 2 | 5
48) CCc1ccccc1NC(=O)CNC(=O)CNC(=O)C1CCCCC1
  -4 | -3 | · | · | -1 | -1 | 5 | -14 | -3
49) CC1CCN(C(=O)CCNS(=O)(=O)c2ccc(Br)cc2)CC1
  2 | 22 | · | · | 9 | 0 | -6 | 2 | 6
50) C=CCOC(=O)C1=C[C@@H](c2ccc(Br)cc2)[C@H](CCCO)[C@@H](OCC)O1
  4 | 3 | 0.3 | -3 | -2 | 2 | -2 | 7 | 0
51) Cc1nnc(SCC(=O)Nc2nccs2)[nH]c1=O
  11 | 0 | 0.0 | -3 | -4 | 9 | -7 | 8 | 10
52) Cc1ccc2nc(N3CCN(Cc4nnnn4Cc4ccccc4)CC3)c(C#N)cc2c1
  4 | 0 | -3.8 | -7 | 1 | 7 | -7 | 3 | 9
53) COc1ccc(C(=O)N2CCN(Cc3cn[nH]c3-c3ccc(OC)cc3F)CC2)cc1
  5 | -3 | 2.7 | 1 | -1 | 2 | 2 | 9 | 0
54) Cc1ccc(-c2nn(CC(=O)Nc3cccnc3)c(=O)c3ccccc23)cc1
  6 | 0 | 0.1 | -1 | 2 | 5 | 1 | 7 | 4
55) COc1ccc2[nH]cc(CCNC(=O)C3CCCCC3)c2c1
  3 | 4 | -0.4 | 5 | 8 | 4 | 1 | -5 | 3
56) Cc1cc(C)n(CCOc2nonc2N)n1
  -4 | -2 | -2.2 | -1 | -1 | 4 | 3 | 4 | 1
57) CC(C)NCc1nnc(-c2ccc(Cl)cc2)o1
  3 | 0 | 1.7 | 0 | 2 | 5 | 1 | 1 | 4
58) O=C(CCC(=O)N1CCOc2ccccc21)N1CCN(c2ccccc2)CC1
  -1 | 0 | -0.2 | 3 | 0 | 6 | 3 | 0 | 1
59) CC1(C)Cc2c(sc3nc(NCCN4CCOCC4)n4ncnc4c23)CO1
  0 | 3 | 0.5 | -3 | 3 | 25 | 0 | 7 | 2
60) O=C(CN1CCC(Cc2ccccc2)CC1)Nc1ccc2c(c1)OCCO2
  1 | · | -0.1 | 0 | 8 | 7 | -2 | -1 | 6
61) CC(C)C(=O)Nc1cccnc1
  3 | 3 | 0.4 | -7 | -2 | 0 | -4 | -10 | -2
62) O=C(Nc1ccc(Cl)cc1)Nn1cnc2ccccc2c1=O
  11 | 1 | 0.3 | 0 | -6 | 8 | -6 | 12 | 5

# 5 entries drawn at random from the list so far, as already listed:
# Results follow in this order: MCL1 BIM primary | PAFAH1B2 FP inh | MEX-5 binding | Fam108B inh | pPAFAH FP inh | AHR activator | PME-1 primary | GLD-1 TGE inh | Bcl-xL primary
58) O=C(CCC(=O)N1CCOc2ccccc21)N1CCN(c2ccccc2)CC1
  -1 | 0 | -0.2 | 3 | 0 | 6 | 3 | 0 | 1
37) CCN(Cc1ccccc1)S(=O)(=O)c1cc2[nH]c(=O)c(=O)[nH]c2cc1C
  2 | 7 | -1.0 | 0 | -2 | 0 | -5 | 3 | -1
6) O=C(NCc1ccco1)C(=S)N1CCCCC1
  4 | 2 | 3.5 | 7 | -2 | 0 | 0 | 0 | 2
20) Cc1cc(N/C=C2\CCCCC2=O)no1
  0 | -4 | -0.8 | 0 | 2 | -2 | 6 | 11 | 4
30) Cc1cc2cc(CCNS(C)(=O)=O)c(=O)[nH]c2cc1C
  3 | 7 | -0.2 | 3 | 6 | 8 | 1 | 0 | 8

# Screening results deposited in PubChem BioAssay by several laboratories.

# A portion of the library; the hit share may differ from the screen's.
